# From PubChem
# Rab7 wt modul = alters GTP binding to wildtype dog Rab7; GST-Rab7 beads, fluorescent GTP binding, flow cytometry; actives lie on both sides; untreated = 100%, excess cold GTP = 0%; 190,000 tested, 0.055% active; GTP binding activity (percent of control), % at 10 µM;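 active means fluorescent GTP binding to Rab7 beads changed by at least 20 points from the 100% baseline, either direction, mostly lower; inconclusive means compound itself probably fluorescent, or too few beads counted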;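 further: median green fluorescence of bound Bodipy-FL-GTP per Rab7 bead population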
# GSH bead fluor = compound fluoresces at 488/530 nm on GSH beads; GSH beads flow cytometry, compound fluorescence 488/530 nm; hits give high values; AID 1776; 190,000 tested, 0.25% active; fluorescence (KMESF) at 10 µM; in the data active means fluorescence above about 89;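 further: glutathione beads carrying GST-tagged Bcl family fusion proteins plus one bare bead set; values are compound well signal with DMSO vehicle wells as background; inactives centre near 16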
# Rab2A wt mod = changes GTP binding to wildtype dog Rab2A, up or down; P61105; GST-Rab2 wt beads, Bodipy-GTP binding, flow cytometry; GTP binding activity, % at 10 µM; 190,000 tested, 0.19% active;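 active means GTP binding activity at least 20 points away from 100%, either lowered or raised; inconclusive means signal likely due to the compound's own green fluorescence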;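 further: 0% = beads with excess unlabeled GTP and 100% = no-compound control corrected for plate trend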
# HRas wt GTP bind = human HRas wildtype GTP binding, change in either direction; AID 759; GST-Ras wt beads, Bodipy-FL-GTP binding, flow cytometry; actives lie on both sides; 190,000 tested, 0.14% active; P01112; GTP binding activity, % at 10 µM;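 active means GTP binding activity at least 20% away from the 100% baseline, either lowered as inhibitor or raised as activator; inconclusive means flagged as likely green fluorescent, judged across all proteins in the well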;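 further: 0% = unlabeled GTP competition control and 100% = no-compound control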
# Target sequence (P01112 whole entry, looked up): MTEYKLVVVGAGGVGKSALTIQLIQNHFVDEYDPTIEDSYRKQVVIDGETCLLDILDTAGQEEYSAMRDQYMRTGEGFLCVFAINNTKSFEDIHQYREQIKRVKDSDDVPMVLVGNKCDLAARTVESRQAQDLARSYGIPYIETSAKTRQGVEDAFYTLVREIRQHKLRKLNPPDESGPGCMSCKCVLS
# Mcl1-Bid inh = disrupts binding of human Mcl-1 to Bid peptide; Q07820; TR-FRET Mcl-1/Bid-Dy647 peptide binding, 1536-well; inhibition, % at 21.7 µM; 220,000 tested, 0.97% active; AID 1021;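 active means compounds that cut the binding signal by more than half at the single screening dose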;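 further: His-tagged Mcl-1 with europium anti-His antibody binding Bid BH3 peptide; 0% = Mcl-1 plus peptide wells and 100% = peptide-only wells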
# Target sequence (Q07820 whole entry, looked up): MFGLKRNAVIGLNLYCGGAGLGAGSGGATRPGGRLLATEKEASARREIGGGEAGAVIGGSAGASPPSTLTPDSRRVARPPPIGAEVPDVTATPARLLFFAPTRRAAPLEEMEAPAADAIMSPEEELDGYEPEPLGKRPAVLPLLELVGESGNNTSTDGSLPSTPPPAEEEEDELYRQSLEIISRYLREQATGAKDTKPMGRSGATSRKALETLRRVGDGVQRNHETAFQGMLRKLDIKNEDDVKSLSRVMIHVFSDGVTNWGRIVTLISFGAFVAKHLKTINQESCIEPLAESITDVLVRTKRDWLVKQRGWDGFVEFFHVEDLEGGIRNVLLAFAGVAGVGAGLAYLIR
# Avidin bead fluor = avidin bead compound fluorescence profile; 220,000 tested, 0.38% active; AID 1775; fluorescence (KMESF) at 10 µM; Avidin beads, compound fluorescence 488/530 nm, flow cytometry; hits give high values; in the data active means fluorescence above about 47; further: inactives centre near 10
# Cdc42 wt = human Cdc42 wildtype GTP binding change, either direction; P60953; GST-Cdc42 beads, Bodipy-GTP binding, flow cytometry; actives lie on both sides; percent activity (GTP binding), % at 10 µM; 190,000 tested, 0.2% active;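 active means percent activity GTP binding at least 20 points away from the 100% baseline, either down as inhibitor or up as activator; inconclusive means compound flagged as likely green fluorescent from well-wide comparison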;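 further: median bead fluorescence of bound Bodipy-FL-GTP at 100 nM; 0% = excess unlabeled GTP control and 100% = no compound control; below 100% means less GTP binding so inhibitor and above means activator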
# Target sequence (P60953 whole entry, looked up): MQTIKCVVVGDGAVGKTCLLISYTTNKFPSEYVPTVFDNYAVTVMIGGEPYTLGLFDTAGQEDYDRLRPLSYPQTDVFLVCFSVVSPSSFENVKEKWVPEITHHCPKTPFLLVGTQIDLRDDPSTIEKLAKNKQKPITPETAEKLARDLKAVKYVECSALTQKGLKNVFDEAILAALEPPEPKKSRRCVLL
# Mcl1 Noxa PPI = Mcl-1/Noxa interaction inhibition | Q07820 | TR-FRET Mcl-1/Noxa peptide binding, 2 h | inhibition, % at 21.7 µM | 220,000 tested, 1.5% active;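 active means compounds that cut the protein-peptide binding signal by more than 50% relative to plate controls in a single-dose test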;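 further: His-tagged Mcl-1 with rhodamine Noxa BH3 peptide and terbium anti-His antibody; 0% = Mcl-1 plus Noxa peptide wells and 100% = peptide-only wells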
# Rac1 wt GTP bind = human Rac1 wildtype GTP binding, inhibitors and activators | 190,000 tested, 0.27% active | P63000 | GST-Rac1 beads, fluorescent GTP binding, flow cytometry; actives lie on both sides; 0 = cold GTP competed, 100 = untreated | AID 757 | GTP binding activity (% of control), % at 10 µM;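 active means GTP binding activity at least 20 points away from the 100% control level, either lower or higher; inconclusive means compound flagged as likely green fluorescent, judged across all proteins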
# Rac1 mut GTP = human Rac1 activated mutant GTP binding change. P63000. GST-Rac1 activated beads, fluorescent GTP binding, flow cytometry; actives lie on both sides; 100% means binding = to untreated wells. percent activity (GTP binding), % at 10 µM. 190,000 tested, 0.11% active;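 active means GTP binding at least 20 percentage points away from the 100% baseline, in either direction, so actives lie on both sides; inconclusive means Compound likely fluorescent itself, or too few beads counted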
# Pf gamet viab = inhibitors of late stage P. falciparum gametocyte viability; 150,000 tested, 0.065% active; AID 743093; inhibition, % at 10.9 µM; P. falciparum stage V gametocytes, ATP luminescence, 24 h;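 active means inhibition above the mean plus 3 SD of compounds within the control limits, set per campaign, cut at about 38% in these data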;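 further: 0% = DMSO wells and 100% = medium only without gametocytes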
# Numbers without * were called inactive; ? = inconclusive; · = not tested or not shown.
Molecule	Rab7 wt modul	GSH bead fluor	Rab2A wt mod	HRas wt GTP bind	Mcl1-Bid inh	Avidin bead fluor	Cdc42 wt	Mcl1 Noxa PPI	Rac1 wt GTP bind	Rac1 mut GTP	Pf gamet viab
COc1ccc(C2=CC(c3c(C)nn(-c4ccccc4)c3Cl)n3nnnc3N2)cc1OC (centres undefined)	98	15	100	101	-13	37	98	5	100	96	-9
CSC(=S)NCc1cccnc1	98	16	93	91	-24	10	87	1	88	89	-14
CCn1c(/C(C#N)=C(\O)CCc2ccccc2)nc2ccccc21	96	36	99	99	-10	16	102	2	105	99	·
CCOc1ccc(Cn2c(C)nc([N+](=O)[O-])c2SCC(O)CCl)cc1[N+](=O)[O-] (centres undefined)	99	17	101	102	9	4	104	8	104	98	-12
c1csc(C(c2nnnn2C2CCCCC2)N2CCCC3(CCCCC3)C2)c1 (centres undefined)	99	25	100	103	-2	8	99	-15	105	99	·
COc1cccc(/C=C/C(=O)Nc2ccc3c(c2)OCCO3)c1OC	107	17	94	94	-3	10	90	20	96	89	4
O=C(CCCn1cnc([N+](=O)[O-])n1)Nc1cccc(Cl)c1Cl	99	4	102	102	-10	13	101	1	102	100	9
CSCCC(NC(=O)c1ccccc1)C(=O)Nc1ccc(C)cc1 (centres undefined)	97	8	98	97	-22	9	99	5	99	99	-1
COc1cc(NC(=S)NN2CCN(C)CC2)cc(OC)c1OC	94	20	97	95	-15	6	95	5	97	97	·
Cc1c(NC(=O)CSc2ccc3c(c2)OCCO3)c(=O)n(-c2ccccc2)n1C	102	16	101	103	6	6	103	-6	105	99	·
CCOC(=O)C1CCN(S(=O)(=O)c2cc(F)ccc2OC)CC1	94	11	96	95	-17	11	97	-13	96	96	13
COc1ccccc1NC(=O)N1CCCC1C(=O)NCC1CCCO1 (centres undefined)	98	14	99	100	-9	10	101	-6	104	97	-17
Cc1nc(SCC(=O)c2ccccc2)c([N+](=O)[O-])[nH]1	97	59	97	99	-45	7	99	12	102	99	20
CC(SCc1ccccc1)C(=O)Nc1ccc2c(c1)OCO2 (centres undefined)	101	33	104	102	-19	12	106	6	106	101	-27
CCOC(=O)c1ccc2[nH]c3c(c2c1)CCCCC3=O	98	29	98	98	-1	41	98	-5	100	97	-14
O=C(CNCc1cccs1)NC12CC3CC(CC(C3)C1)C2	93	12	97	96	5	9	96	14	96	95	·
Cc1cc(C(=O)CSc2cccc[n+]2[O-])c(C)n1-c1ccc(Br)cc1	99	15	96	98	-41	9	95	16	98	98	·
COc1ccc(CCNC(=O)CSc2nc(-c3ccc(OC)c(OC)c3)ccc2C#N)cc1	?	15	?	?	-46	16	?	-8	?	?	-18
COc1cc(/C=C(\C#N)c2nc3c(s2)CC(C)CC3)ccc1O (centres undefined)	100	11	101	103	-31	12	104	19	102	99	·
CCOC(=O)CN(C#N)c1nc(C)cc(C)n1	96	15	95	95	-32	16	94	-7	95	98	·
CC1=NNC(=O)C1CCC(=O)N/N=C(/C)c1ccc([N+](=O)[O-])cc1 (centres undefined)	?	9	?	?	-48	15	?	15	?	?	18
O=C1CCC(C(=O)N(Cc2cccs2)C2(C(=O)NC3CCCCC3)CCCCC2)N1 (centres undefined)	104	10	103	100	-25	12	103	3	104	99	1
C=CCc1cccc(/C=N/n2c(C)nnc2C)c1O	101	14	100	100	-66	38	101	-7	102	98	·
COC(=O)CCCNS(=O)(=O)c1ccc2ccccc2c1	97	21	98	99	-1	5	100	2	106	99	7
C[C@@H]1NC(=O)c2cc([N+](=O)[O-])cc(I)c2NCCCC[C@@H](C(N)=O)NC(=O)[C@H](CCC(=O)O)NC1=O	93	18	95	99	1	11	101	18	100	99	·

# The list continues:
Molecule	Rab7 wt modul	GSH bead fluor	Rab2A wt mod	HRas wt GTP bind	Mcl1-Bid inh	Avidin bead fluor	Cdc42 wt	Mcl1 Noxa PPI	Rac1 wt GTP bind	Rac1 mut GTP	Pf gamet viab
CCOCC(=O)Nc1ccc([N+](=O)[O-])cc1Cl	101	10	101	98	7	12	98	-12	104	97	·
CCOc1ccc(Br)cc1S(=O)(=O)N1CC(C)OC(C)C1 (centres undefined)	102	28	100	101	-22	13	102	-23	106	100	-3
O=C(COC(=O)c1ccc(CSc2ccc(Cl)cc2)cc1)Nc1ccccc1	98	20	96	97	8	15	101	6	98	97	8
CCn1c(SCC(=O)c2cc(C)n(-c3ccc(C(=O)OC)cc3)c2C)nnc1-c1cccnc1	97	30	99	99	4	7	103	4	104	96	·
Cc1ccc(C)c(NC(=S)NNC(=O)c2csc3c2CCCC3)c1	95	16	98	100	-114	6	99	-52	101	96	·
CC(=O)Nc1ccc(N2C(=O)CSC2c2cccc([N+](=O)[O-])c2)cc1 (centres undefined)	107	13	101	100	-28	10	95	1	99	97	-4
C=CCN(CC=C)C(=O)c1ccc(OC2CCN(S(=O)(=O)N(C)C)CC2)cc1	95	17	98	98	-24	11	97	1	100	98	-17
O=C(Nc1cccc(-c2nnn(CC(=O)N3CCc4ccccc4C3)n2)c1)C1CCC1	102	13	103	107	-39	14	105	5	103	99	-7
Cc1nc(NCCCO)c(C#N)c2c1COC(C)(C)C2	102	15	102	102	4	7	103	0	102	100	·
S=c1nc(-c2sccc2OCc2ccc(Cl)cc2Cl)[nH][nH]1	103	11	95	96	-39	11	94	11	99	92	·
O=C(CCc1ccccc1)NNC(=S)NC(=O)c1ccc(Cl)cc1	98	15	97	99	-129	8	99	-66	100	95	·
COc1cc(C(c2nnnn2C2CCCC2)N2CCc3ccccc3C2)ccc1O (centres undefined)	94	18	94	97	9	23	94	77*	99	96	3
Cn1cnnc1SCC(=O)c1cc2ccccc2oc1=O	102	12	98	101	-13	35	100	18	98	97	12
CCOc1ccccc1NC(=O)Cn1nnc(C(=O)NCc2ccco2)c1N	97	19	106	104	-24	9	106	0	103	101	-10
CC(C)NC(=O)Cc1ccc(Br)cc1	103	28	99	98	-15	13	98	-5	102	99	·
O=C(C1=C(Nc2ccccc2)c2ccccc2S(=O)(=O)N1)c1ccccc1	99	7	99	101	-56	7	96	10	105	97	·
CC(C)(C)NC(=O)c1ccc(Cn2cc(C(F)(F)F)ccc2=O)cc1	96	16	97	94	-11	9	95	9	93	91	3
COc1ccc(CCNC(=O)CCNC(=O)c2ccc(Cl)cc2)cc1OC	100	15	99	99	9	21	103	7	102	97	-12
CCOC(=O)C(Cc1c(F)cccc1Cl)c1ccno1 (centres undefined)	93	12	96	98	-21	5	92	-1	97	94	-2
S=C(NCc1ccc(Cl)c(Cl)c1)Nc1ccc2c(c1)OCO2	95	11	99	99	-24	9	103	11	104	97	-26
O=C(OC(C(=O)NC1CCCC1)c1ccc(F)cc1)c1ccno1 (centres undefined)	98	10	98	99	-16	16	100	7	100	97	1
COc1ccccc1NC(=O)CSc1nc2ncccc2[nH]1	97	5	97	99	-16	7	99	6	98	97	4
Cc1ccc(NC(=O)c2ocnc2C)cc1Cl	95	30	96	98	-15	7	101	-2	102	101	·
COc1ccccc1C(=O)NNC(=O)c1ccc(NC(=O)CC(C)C)cc1	98	15	95	95	-102	6	96	-7	94	95	-15
CSc1nc(N(C)NC(=O)c2ccc(Cl)cc2)c2ccccc2n1	103	16	100	101	-16	12	102	5	103	100	·

# Later entries.
Molecule	Rab7 wt modul	GSH bead fluor	Rab2A wt mod	HRas wt GTP bind	Mcl1-Bid inh	Avidin bead fluor	Cdc42 wt	Mcl1 Noxa PPI	Rac1 wt GTP bind	Rac1 mut GTP	Pf gamet viab
COc1cccc(NC(=O)c2ncn[nH]2)c1	101	34	102	101	-18	11	103	7	105	101	·
O=C(NCCN1CCc2ccccc2C1)C1CCN(S(=O)(=O)N2CCC3(CC2)OCCO3)CC1	100	28	100	101	-11	8	100	6	100	97	-1
O=C(CN1C(=O)/C(=C/c2ccccc2F)Sc2ccccc21)NCc1cccnc1	94	13	100	96	-6	8	95	2	94	93	3
Cc1ccc(Nc2nc3ccccc3s2)cc1	99	14	98	99	-8	8	102	17	103	100	-17
Cn1cc(CNC(=O)c2cc(-c3ccccc3)nc3ccc(Br)cc23)cn1	98	19	97	98	8	3	100	7	106	98	1
COc1ccccc1CN1CCN(Cc2nc(-c3cccs3)no2)CC1	95	19	98	96	-32	7	100	21	98	99	16
O=C(c1ccc(CS(=O)(=O)c2ccc(Br)cc2)o1)N1CCOCC1	96	25	98	99	-29	6	100	-8	104	100	·
COc1ccccc1NC(=O)CN1CCN(c2ccccc2)CC1	100	16	95	94	-26	8	97	8	95	92	17
Cc1cc(C)n(-c2ccc(C(=O)OCC(=O)Nc3cc(Cl)ccc3[N+](=O)[O-])cc2)n1	95	3	99	98	-16	6	95	-10	100	96	·
Cc1csc(NC(=O)CSc2nc3sc(C)c(C)c3c(=O)[nH]2)n1	98	28	94	96	63*	10	96	-118	96	94	·
O=C1NC2(CCCc3ccccc32)C(=O)N1Cc1nnc(-c2ccccc2Br)o1 (centres undefined)	99	24	100	100	-33	5	101	17	103	100	·
C=CCn1c(SCC(=O)O)nnc1-c1cccs1	96	5	98	99	7	8	102	12	102	99	-2
CNC(=O)c1c(NC(=O)c2nc3ccccc3s2)sc2c1CCC2	91	26	94	94	-25	7	94	29	97	96	·
O=C(c1cc2ccccc2oc1=O)N1CCSC1c1ccco1 (centres undefined)	96	31	95	99	-1	15	96	-4	96	94	-11
COC(=O)c1ccsc1NC(=O)C1COc2ccccc2O1 (centres undefined)	97	17	99	99	-10	6	104	-1	100	95	·
CCOC(=O)c1c(-c2ccc(C)cc2)csc1NC(=O)/C(C#N)=C/c1ccc(O)c(OC)c1	?	17	?	?	28	11	?	90*	?	?	·
O=C(Nc1cccc(Cl)c1)Nc1ccnc(-c2cccnc2)n1	93	10	67*	67*	11	11	64*	-23	77*	85	2
CCn1c(COc2ccc(=O)n(-c3ccccc3)n2)nnc1SCc1ccccc1C	94	16	98	98	-25	11	98	-5	97	98	-13
CCN(CC)CCNC(=O)C1CCC(=O)N(c2ccc(OC)cc2)C1c1ccc(F)cc1 (centres undefined)	97	21	97	99	-9	30	98	7	94	93	·
COc1cccc(N2CCN(C(=O)CN(C)S(=O)(=O)c3ccc4c(c3)c(=O)n(C)c(=O)n4C)CC2)c1	99	10	91	91	-8	10	93	15	92	93	·
